TNAP activators: stimulation of alkaline phosphatase TNAP activity – biochemical, luminescent, no phosphate acceptor, uHTS, primary screen (AID 1001). purified TNAP, luminescent activation assay, no phosphate acceptor; higher activation fold means a stronger effect. activation fold at 20 µM, or EC50 in µM where a hit was titrated. actives 0.03% (n = 200,000); in the data active = activation fold from about 3, or a potency from the dose series; inactive = the rest, 99 in 100 with activation fold below about 1.6; also: many of its hits are not listed in these tables
Autophagy mod: alters autophagy in cells; MEF GFP-LC3 puncta imaging; test concentration mostly 10 µM; calls only at 10 µM (by protocol); actives 0.98% (n = 190,000); AID 463193;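 active = percentage of spot-positive cells more than 3 SD above its plate mean, without a fluorescence outlier flag or 80% toxicity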;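 also: spot-positive cell cutoff set from DMSO-treated cells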
human PMI inhibition: inhibitors of human PMI, primary screen, biochemical, fluorescence intensity, coupled assay (AID 1209); purified PMI enzyme, coupled fluorescence intensity; higher % means a stronger effect; inhibition, % at 20 µM; hits with a dose series show IC50 in µM; actives 0.42% (n = 190,000);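 also: plate controls were DMSO vehicle for no effect and wells lacking substrate for full effect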
MT stabilize HCS: microtubule stabilization, imaging screen. HeLa tubulin immunostaining HCS, 24 h; share of cells brighter than vehicle mean+2SD. actives 0.83% (n = 200,000). % tubulin-high responders, % at 10 µM;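 active = plate Z-score above 3 for both tubulin-high and condensed-nucleus cell shares, with cell loss under 80%, at 10 µM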;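 also: anti alpha tubulin signal scored within the nucleus-defined area of each cell; some results filed as inactive read as strong as hits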
human PMI inhibitors: MPI inhibition at elevated mannose 6-phosphate – biochemical, fluorescence intensity, high mannose 6-phosphate, primary screen (AID 1220); one-dose inhibition, % at 20 µM; IC50 in µM for titrated hits; actives 0.66% (n = 190,000); recombinant PMI enzyme, coupled fluorescence intensity; higher % means a stronger effect
Insulin prom up: MIN6 insulin promoter up-regulation; MIN6 insulin promoter-GFP reporter, high-content imaging; hits give high values; z-score at 5 µM; actives 0.3% (n = 190,000);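 active = z-score above 3 at 5 µM with at least 500 cells counted in the well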
Lipid droplet: modulators of hepatic lipid droplet formation; AML12 mouse hepatocytes, oleate lipid droplets, BODIPY imaging; inhibition, % at 6.5 µM; actives 0.4% (n = 240,000);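 active = lipid droplet intensity inhibited by at least 50%, with more than 500 cells counted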
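Material – mouse AML12 hepatocyte cell line, fixed after treatment · Compound dosing – one dose, 6.5 µM compound · Times – compound with oleate, overnight · Measured by – Image-based BODIPY and DAPI two-channel analysis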
T cell HTS: modulates CD8 T cell binding to vesicles | 2C CD8+ T cell-vesicle binding, flow cytometry; hits give low values | calls only at 7 µM | actives 0.068% (n = 330,000) | AID 2052;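 active = response, share of CD8 T cells binding vesicles, and their 90th percentile fluorescence all below set limits, cut at about 80% in these data, passing the limit was not always enough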
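Also added: QL9-peptide-loaded Drosophila micro-vesicles bearing Ld, ICAM-1 and B7-1; Test system: purified 2C TCR transgenic mouse naive CD8+ T cells; Measured by: cytometric PE anti-B7-1 and Alexa647 anti-CD8 signals after 1% paraformaldehyde fixation; Timing: binding step 1.5 h, 37 °C, antibody labelling 20 min, ice.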
b-catenin transl: modulators of beta-catenin nuclear translocation; HeLa beta-catenin nuclear translocation, immunofluorescence imaging; nuclear translocation activity, % at 5 µM; actives 0.3% (n = 190,000); AID 1665;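 active = nuclear translocation activity above 50% at 5 µM, with a well cell count of 50 or more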;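 also: per-cell ratio of nuclear to cytoplasmic median beta-catenin stain intensity; plate controls were DMSO negative control for no effect and GSK-3 inhibitor IX positive control for full effect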
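Test system: human HeLa cell line; Doses: 5 µM primary, 0.02–20 µM confirmation; Incubation: 24 h compound exposure, 37°C; Detection: beta-catenin immunofluorescence imaging with DAPI; Read-out: beta-catenin nuclear/cytoplasmic ratio, % activation.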
Insulin prom up cell count: recorded beside Insulin prom up, whose call it bears; cell count; measured here: cytotoxicity, nuclei count;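 total cells summed across four imaged fields per well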
Lipid droplet cells 6.5 µM: second read-out of Lipid droplet, no call of its own (marks repeat the call); cell count; measured here: cell count, cytotoxicity flag;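 cells counted across two imaged fields per well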
b-catenin transl cell count 5 µM: further read-out of b-catenin transl, marked with its call; cell count; measured here: cell count, cytotoxicity flag
T cell HTS vesicle-bound %: also measured in T cell HTS; calls as there; double positive events, %; measured here: CD8+ vesicle-bound cell fraction;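 binding gate set so that unloaded-vesicle control wells show 10% double positive cells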
MT stabilize HCS Hoechst-high %: second read-out of MT stabilize HCS, no call of its own (marks repeat the call); % Hoechst-high responders; measured here: nuclear condensation Hoechst responders;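 share of cells brighter than vehicle mean plus two SD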
MT stabilize HCS cytotoxicity %: recorded beside MT stabilize HCS, whose call it bears; toxicity, %; measured here: cytotoxicity by cell density;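 0% = mean cell density of plate MIN control wells and 100% = no cells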
Autophagy mod cell loss 18 h: recorded beside Autophagy mod, whose call it bears; toxicity, %; measured here: cell loss, nuclei count;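 cell loss after 18 h compound exposure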
Starred values were filed as active, the others as inactive; i = inactive; . = no result given; & = joins results of further samples. Rule as the data show it, unless noted: active = inhibition above about 50%; inactive = the rest.

1: CC1CCCCC1NC(=O)/C(C#N)=C/c1ccc2c(c1)OCCO2 (stereo not given)
2: [O-]/C(=C(\C(=S)Nc1cccc2ccccc12)[n+]1ccccc1)c1ccc(Cl)s1
3: O=C(COc1ccccc1C(=O)NCc1ccncc1)Nc1ccc(Br)cc1
4: CCOC(=O)C1(CCCc2ccccc2)CCN(C(=O)CCOC)CC1
5: Cc1onc(-c2c(F)cccc2Cl)c1C(=O)NCc1cccs1
6: CCOc1cccc(CNCc2cccnc2)c1OCc1ccccc1
7: O=C1CCCC(O)=C1N=Nc1ccc(Cl)c(Cl)c1
8: CC(C)(C)n1nnnc1C(c1cccs1)N1CCN(Cc2ccc3c(c2)OCO3)CC1 (stereo not given)
entry no.	1	2	3	4	5	6	7	8
TNAP activators	1	1	1.1	1.1	1.1	1.2	1	1.1
Autophagy mod	i	i	i	i	i	i	i	i
Autophagy mod cell loss 18 h	-15	0	8	-34	-4	19	-2	5
human PMI inhibition	-4%	19%	3%	2%	11%	1%	4%	6%
MT stabilize HCS	2.2	2.2	3.2	2.9	2.8	1.1	1.3	2.3
MT stabilize HCS Hoechst-high %	1.4	2.0	2.0	1.9	2.6	2.0	2.2	1.6
MT stabilize HCS cytotoxicity %	8.1	7.5	7.4	5.8	6.6	4.6	2.1	7.6
human PMI inhibitors	-3%	6%	0%	-7%	5%	0%	10%	1%
Insulin prom up	-0.25	.	-0.35	0.7	0.12	-1.9	1.2	0.56
Insulin prom up cell count	1155	.	1404	1449	1313	1518	1234	1628
Lipid droplet	-11	0	-8	-25	-3	-20	-4	-17
Lipid droplet cells 6.5 µM	647	369	689	587	779	660	674	653
T cell HTS	i	i	i	i	.	i	i	i
T cell HTS vesicle-bound %	6	27	27	53	.	31	59	42
b-catenin transl	.	-0.5	0.0	-0.5	-1.2	0.5	-4.0	-1.4
b-catenin transl cell count 5 µM	.	854	1098	1219	1101	979	1123	1071

9: CSc1ccc(S(=O)(=O)N(C)Cc2ccccc2)cc1
10: c1cn(CC2(Cn3ccnc3)COC2)cn1
11: O=C(O)c1ccc(CSc2nnc(-c3ccco3)o2)cc1
12: Cc1ccc2nc(Nc3ccccc3)c(/C=N/O)c(=O)n2c1
13: COc1cccc(OC)c1C(=O)NNC(=O)c1cccnc1
14: CC(C)c1ccc2c(c1)c(SC(C)(C)C)c(CC(C)(C)C(=O)O)n2Cc1ccc(Cl)cc1
15: O=C(NC(=S)NC1CCS(=O)(=O)C1)c1cccs1 (stereo not given)
16: O=C1CCN(C(=O)CSc2ccc(Cl)cc2)N1
entry no.	9	10	11	12	13	14	15	16
TNAP activators	1.2	1.1	1.1	1.1	.	1.1	1.1	1
Autophagy mod	i	i	i	i	.	.	i	i
Autophagy mod cell loss 18 h	-22	-3	11	-1	.	.	-11	-12
human PMI inhibition	8%	8%	2%	1%	.	12%	-5%	8%
MT stabilize HCS	4.4	2.7	2.6	3.4	.	.	3.8	3.3
MT stabilize HCS Hoechst-high %	1.2	1.3	2.9	3.5	.	.	3.0	1.2
MT stabilize HCS cytotoxicity %	4.2	10	9.4	6.4	.	.	4.8	3.6
human PMI inhibitors	4%	-1%	7%	-1%	.	-5%	8%	3%
Insulin prom up	-0.79	0.33	0.47	-2.4	0.94	0.06	-0.03	0.25
Insulin prom up cell count	1593	1302	854	828	1444	1337	1255	1067
Lipid droplet	-7	2	.	2	-2	-7	-15	20
Lipid droplet cells 6.5 µM	646	682	.	750	723	725	549	677
T cell HTS	i	i	i	i	i	i	i	i
T cell HTS vesicle-bound %	43	43	52	11	40	32&22	46	54
b-catenin transl	-4.0	-0.3	.	-3.5	0.3	-1.5	-1.2	0.6
b-catenin transl cell count 5 µM	1129	1100	.	1258	1324	1198	1031	1017

17: C=C(Cl)COC(=O)C1C2C=CC(C2)C1C(=O)O (stereo not given)
18: Cc1ccc(NS(=O)(=O)c2cc(C(=O)NCc3ccccn3)ccc2Cl)cc1
19: O=C(CSCC(=O)Nc1ccc2ccccc2c1)NCc1ccccc1
20: Cc1nc2ccccc2c(=O)n1NC(=O)C1CC1
21: COc1ccc(-n2nc(C(=O)NCc3ccco3)c3c4ccccc4n(C)c3c2=O)cc1Cl
22: Cc1cc(-c2csc(NC(=O)c3cccc(S(=O)(=O)N(C)C)c3)n2)c(C)n1-c1ccccc1
23: CC(C)[C@@H](C(=O)NCC1CCC(C(=O)O)CC1)n1nnc2ccccc2c1=O (stereo not given in full)
24: CCOc1ccccc1C(=O)Nc1cccc(-c2nnc(-c3ccccc3)o2)c1
entry no.	17	18	19	20	21	22	23	24
TNAP activators	1.1	1	1	1.2	1	1	1.1	1.1
Autophagy mod	i	i	i	i	i	i	i	i
Autophagy mod cell loss 18 h	-5	14	-22	13	-11	-4	10	1
human PMI inhibition	-7%	-10%	10%	-5%	8%	4%	0%	5%
MT stabilize HCS	3.6	3.6	2.9	1.4	3.6	1.6	2.2	3.4
MT stabilize HCS Hoechst-high %	1.4	2.4	1.3	1.4	2.8	1.9	2.1	2.2
MT stabilize HCS cytotoxicity %	4.6	6.5	7.1	4.0	4.0	1.4	4.9	5.6
human PMI inhibitors	-3%	2%	10%	-5%	7%	26%	4%	-3%
Insulin prom up	.	-0.24	-0.71	0.2	0.16	0.66	-0.5	-1.9
Insulin prom up cell count	.	1351	1698	1346	1138	1248	1355	708
Lipid droplet	-4	.	.	-3	-12	-2	.	.
Lipid droplet cells 6.5 µM	778	.	.	620	675	629	.	.
T cell HTS	i	i	i	i	i	i	i	i
T cell HTS vesicle-bound %	58	25	28	2	8	39	25	51
b-catenin transl	2.1	1.4	-2.6	3.7	-0.1	-1.2	2.3	-1.6
b-catenin transl cell count 5 µM	504	1384	1320	957	1033	522	1168	1006

25: C=CCn1c(=N)n(CC(O)c2ccco2)c2ccccc21 (stereo not given)
26: O=C(Nc1cc(C(F)(F)F)ccc1F)C1CCCC1
27: COC(=O)N/N=C/c1ccc(OC(=O)c2ccco2)c(OC)c1
28: CCCCCCCc1ccc(-c2ccc(O)cc2)nc1
29: O=C(NC1CCCc2ccccc21)C1CCC(CNS(=O)(=O)c2cccc3nsnc23)CC1 (stereo not given)
30: CCOC(=O)c1[nH]c2ccccc2c1NC(=O)CN1CCCCC1
31: COc1cccc(C=Nc2ccccc2C(=O)Nc2nccs2)c1OC
32: Cc1ccc(-n2nc3cc(C)c(NC(=S)NC(=O)/C=C/c4ccco4)cc3n2)cc1
33: CCCCOc1ccccc1NC(=O)CC1SC(=NCC)N(CC)C1=O (stereo not given)
34: O=C(Cn1nnc2c(cnn2-c2ccc(F)cc2)c1=O)OC1CCCCC1
35: CC(=O)c1c(C)n(C)c2ccc(OC(=O)c3ccco3)cc12
entry no.	25	26	27	28	29	30	31	32	33	34	35
TNAP activators	1	1.1	.	1.1	1	1.1	1.2	1.1	1	1.1	1.1
Autophagy mod	i	i	.	i	i	i	i	i	i	i	i
Autophagy mod cell loss 18 h	-12	-9	.	-6	16	-11	-10	-5	4	-2	0
human PMI inhibition	4%	4%	.	10%	1%	9%	8%	-12%	5%	14%	14%
MT stabilize HCS	2.0	3.1	.	.	4.6	1.5	1.7	3.1	1.3	4.9	3.6
MT stabilize HCS Hoechst-high %	3.0	2.0	.	.	3.3	2.2	0.9	2.0	1.6	2.6	2.5
MT stabilize HCS cytotoxicity %	5.3	5.7	.	.	5.5	9.2	6.7	7.9	6.7	7.3	8.0
human PMI inhibitors	6%	8%	.	5%	-3%	11%	-1%	-5%	1%	6%	10%
Insulin prom up	-1.1	.	-0.24	0.79	0.23	0.08	0.42	-0.2	0.23	-0.73	0.14
Insulin prom up cell count	1183	.	1359	1481	793	1278	865	856	1292	1198	1178
Lipid droplet	.	.	0	8	.	.	.	1	-2	5	0
Lipid droplet cells 6.5 µM	.	.	705	714	.	.	.	572	781	763	724
T cell HTS	i	i	i	i	i	i	i	i	i	i	i
T cell HTS vesicle-bound %	42	3	37	44	100	38	52	16	40	47	22
b-catenin transl	-0.7	.	-1.3	1.6	.	-4.1	.	-0.1	-0.2	-1.8	.
b-catenin transl cell count 5 µM	1151	.	1180	1472	.	1049	.	544	1260	1205	.

2 entries from above, with each value named.
[27] COC(=O)N/N=C/c1ccc(OC(=O)c2ccco2)c(OC)c1
  TNAP activators: . | Autophagy mod: . | Autophagy mod cell loss 18 h: . | human PMI inhibition: . | MT stabilize HCS: . | MT stabilize HCS Hoechst-high %: . | MT stabilize HCS cytotoxicity %: . | human PMI inhibitors: . | Insulin prom up: -0.24 | Insulin prom up cell count: 1359 | Lipid droplet: 0 | Lipid droplet cells 6.5 µM: 705 | T cell HTS: i | T cell HTS vesicle-bound %: 37 | b-catenin transl: -1.3 | b-catenin transl cell count 5 µM: 1180
[28] CCCCCCCc1ccc(-c2ccc(O)cc2)nc1
  TNAP activators: 1.1 | Autophagy mod: i | Autophagy mod cell loss 18 h: -6 | human PMI inhibition: 10% | MT stabilize HCS: . | MT stabilize HCS Hoechst-high %: . | MT stabilize HCS cytotoxicity %: . | human PMI inhibitors: 5% | Insulin prom up: 0.79 | Insulin prom up cell count: 1481 | Lipid droplet: 8 | Lipid droplet cells 6.5 µM: 714 | T cell HTS: i | T cell HTS vesicle-bound %: 44 | b-catenin transl: 1.6 | b-catenin transl cell count 5 µM: 1472

Source: PubChem BioAssay
